TAAR1 antag = human TAAR1 antagonism; CHO RD-HGA16 TAAR1, Fluo-8 calcium fluorescence, antagonist; 360,000 tested, 1.5% active; AID 624466; inhibition, % at 3 µM;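 active = inhibition above a per-plate cutoff, the mean inhibition of test compounds on that plate plus 3 SD, cut at about 49% in these data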;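 also: 0% = DMSO plus EC80 beta-PEA response and 100% = DMSO alone without agonist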
Target sequence (Q96RJ0 whole entry, looked up): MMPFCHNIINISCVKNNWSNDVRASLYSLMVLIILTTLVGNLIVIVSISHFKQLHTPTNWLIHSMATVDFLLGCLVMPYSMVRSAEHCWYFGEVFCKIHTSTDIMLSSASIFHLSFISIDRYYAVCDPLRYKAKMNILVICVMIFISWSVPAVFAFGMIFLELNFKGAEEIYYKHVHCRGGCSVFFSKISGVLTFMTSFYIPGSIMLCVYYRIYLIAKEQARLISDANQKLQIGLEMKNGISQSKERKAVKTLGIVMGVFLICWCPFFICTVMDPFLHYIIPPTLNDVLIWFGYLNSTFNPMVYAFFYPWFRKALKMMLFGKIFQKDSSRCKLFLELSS
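Test system – hTAAR1-expressing CHO RD-HGA16 cells, Gα16-coupled · Reagent – β-PEA at EC80 concentration, post-compound challenge · Compound dosing – 3 µM, single point · Timing – 140 s kinetic read after compound, 140 s after agonist · Detection – Fluo-8 intracellular calcium dye fluorescence, real-time kinetic reads · Control set – DMSO and EC80 PEA controls · Repeats – n of 1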
CHO parental Ca = signal in parental CHO cells, OX1R antagonist counter-screen. parental CHO-K1, ATP-induced calcium, Fluo-8 fluorescence. inhibition, % at 5.6 µM. 330,000 tested, 0.63% active;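 active = inhibition above that plate's mean sample inhibition plus 3 SD, cut at about 26% in these data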;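 also: 0% = ATP-challenged DMSO wells and 100% = DMSO wells without ATP; some compounds past the cut are filed as inactive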
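Test system: untransfected parental CHO cell line. Compound: one dose, 5.6 µM nominal. Detection: intracellular calcium via Fluo-8 no-wash fluorescent dye. Measure: % inhibition. Benchmarks: ATP-challenged DMSO wells low, unchallenged DMSO wells high.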
CHO-K1 Ca antag = nonselective inhibitor or artifact in parental CHO-K1 cells. ATP-induced calcium, Fluo-8 fluorescence. inhibition, % at 3 µM. 360,000 tested, 0.6% active. AID 602250;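 active = inhibition above a per-plate cutoff, the plate's mean sample inhibition plus 3 SD, cut at about 24% in these data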;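 also: 0% = DMSO plus EC80 ATP and 100% = DMSO alone without ATP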
CHRM1 agonist = agonists of human M1 muscarinic receptor; CHO-K1 hM1, Fluo-8 calcium fluorescence, agonist mode; 0% DMSO, 100% acetylcholine EC100; P11229; activation, % at 3 µM; 360,000 tested, 0.33% active;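 active = activation above the run's mean compound activation plus 3 SD, cut at about 16% in these data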;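 also: peak over basal fluorescence ratio within a 140 s kinetic read after compound addition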
OXTR potentiator = human OXTR potentiation; P30559; CHO-OTR cells, Fluo-8 calcium fluorescence, potentiator mode; 0% = oxytocin EC15, 100% = EC100; activation, % at 3 µM; 320,000 tested, 0.061% active; AID 2445;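 active = activation above that plate's cutoff, the mean activation of tested compounds plus 3 SD, cut at about 6.6% in these data, passing the limit was not always enough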;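 also: 100% uses oxytocin at 75 nM as the full agonist control; some results filed as inactive read as strong as hits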
Target sequence (P30559 whole entry, looked up): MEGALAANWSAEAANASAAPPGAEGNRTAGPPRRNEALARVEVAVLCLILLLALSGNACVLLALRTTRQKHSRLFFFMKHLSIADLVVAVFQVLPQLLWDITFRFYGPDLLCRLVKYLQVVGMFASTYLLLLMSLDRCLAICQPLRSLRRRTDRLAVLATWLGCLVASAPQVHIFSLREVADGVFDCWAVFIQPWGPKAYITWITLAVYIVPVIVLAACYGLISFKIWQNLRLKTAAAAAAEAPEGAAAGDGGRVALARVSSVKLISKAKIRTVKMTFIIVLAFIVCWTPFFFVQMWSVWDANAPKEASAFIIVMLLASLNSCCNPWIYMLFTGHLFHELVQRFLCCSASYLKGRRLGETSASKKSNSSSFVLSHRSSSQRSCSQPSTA
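Material: CHO-OTR cells, human receptor; compound dosing: single dose, 3.0 µM nominal final compound concentration; schedule: 6 min compound pre-incubation at room temperature, 100 s kinetic read; measured by: kinetic Fluo-8 calcium fluorescence; read-out basis: % activation vs EC15 and EC100 oxytocin; controls: EC15 oxytocin alone as 0%, 75 nM oxytocin as 100%; replicates: singlicate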
CHO-K1 Ca ag = counter-screen for M1 agonists: effect in parental CHO-K1 cells. Fluo-8 calcium fluorescence; scaled to maximal ATP response, vehicle zero. 360,000 tested, 0.48% active. activation, % at 3 µM. AID 602248; in the data active = activation above about 15%;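 also: untransfected CHO-K1 host cells lacking M1 receptor as counterscreen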
TAAR1 agonist = agonists of human TAAR1; 360,000 tested, 0.99% active; CHO RD-HGA16 TAAR1, Fluo-8 calcium fluorescence; vehicle wells 0%, saturating PEA agonist 100%; Q96RJ0; activation, % at 3 µM;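 active = activation above the mean activation of all test compounds in the run plus 3 SD, cut at about 38% in these data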
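Test system: RD-HGA16 (CHO) cells co-expressing Gα16 and hTAAR1 / Benchmarks: DMSO vehicle as 0%, PEA at EC100 as 100% / Repeats: no replicates (n 1) / Measure: % activation from peak over basal fluorescence ratio, DMSO-to-PEA scaled / Timing: 17-24 h plating, Fluo-8 75 min 37 °C, 30 min RT / Technique: kinetic Fluo-8 calcium fluorescence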
V1aR counter = counter-screen for oxytocin receptor agonists: human V1a receptor agonists; activation, % at 3 µM; 320,000 tested, 0.25% active; P37288; CHO-V1R cells, Fluo-8 calcium fluorescence, agonist mode; 0% DMSO, 100% 3 nM vasopressin;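 active = activation above the mean activation of all tested compounds plus 3 SD, per screening run, cut at about 20% in these data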;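 also: signal is peak over basal fluorescence ratio across a 100 second FLIPR read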
CHO-K1 Ca PAM = counter-screen for M1 PAMs: effect in parental CHO-K1 cells; AID 602247; activation, % at 3 µM; 360,000 tested, 0.02% active; ATP EC20, Fluo-8 calcium fluorescence; 0% at ATP EC20, 100% at ATP max;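 active = activation above the run cutoff, the mean activation of all test compounds plus 3 SD, cut at about 40% in these data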;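 also: peak over basal fluorescence ratio in a 140 s read after ATP addition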
An asterisk follows results filed as active; . = not tested or not shown.

SMILES	TAAR1 antag	CHO parental Ca	CHO-K1 Ca antag	CHRM1 agonist	OXTR potentiator	CHO-K1 Ca ag	TAAR1 agonist	V1aR counter	CHO-K1 Ca PAM
CCCOc1ccc(/C(O)=C2/C(=O)C(=O)N(CCCOC)C2c2ccncc2)cc1 (centres undefined)	-22.0	-5.7	7.2	-2.3	-1.1	-0.2	5.5	-0.1	0.8
COc1ccccc1NC(=O)N1CCCC1C(=O)NCc1ccccc1Cl (centres undefined)	-6.3	-19.0	5.5	0.8	3.2	-0.1	3.1	-0.6	0.8
CCOc1ccc(S(=O)(=O)N2CCCC(C(=O)NCCN3CCOCC3)C2)cc1Cl (centres undefined)	-7.9	-7.7	-11.2	-8.2	-8.4	-0.5	3.1	-0.6	1.4
COc1ccc(-c2noc(C(=O)NCc3ccc(F)cc3)n2)cc1OC	13.9	-12.1	8.5	-10.2	-9.8	1.0	0.7	-0.3	-9.3
COc1ccc(N2CCN(C(=O)CSc3nnc(CNc4ccccc4)o3)CC2)cc1	2.7	2.1	-2.8	1.2	-7.9	4.9	7.0	8.6	-2.6
Cc1ccc(-c2cc(C(=O)NCC3(N(C)C)CCCCC3)c3ccccc3n2)o1	13.7	.	10.9	-5.7	.	0.2	1.0	.	-4.6
CCOC1=C2CN(S(=O)(=O)c3ccc(C)cc3)[C@H](c3ccc(CC)cc3)C[C@@H]2N(S(=O)(=O)c2ccc(C)cc2)[C@H](c2ccccc2)C1	-26.6	.	6.3	-2.8	.	0.5	1.5	.	12.2
COC(=O)c1sccc1NC(=O)Cc1ccc(OC)cc1	20.8	-13.7	-13.4	-2.9	-2.4	0.9	1.0	0.1	3.3
O=C(Nc1ccc(Cl)c(Cl)c1)c1cccnc1	-2.8	-4.3	-4.5	1.0	-1.7	2.1	14.9	6.0	4.7
COc1ccc(S(=O)(=O)N2CCCCC2)cc1NC(=O)c1c(F)cccc1Cl	-22.2	.	0.9	1.8	.	-0.2	0.8	.	3.7
COc1ccc(OCC(=O)Nc2nc3ccccc3[nH]2)cc1	-1.2	-11.8	6.2	-4.0	-1.2	0.7	5.6	0.2	-3.7
O=C(NCCc1ccccc1)c1ccc(CS(=O)(=O)c2ccc(Br)cc2)o1	1.9	-15.1	-3.3	4.5	-8.8	2.6	9.6	3.9	-22.5
COc1cc(C(=O)N2CCN(c3ccc([N+](=O)[O-])cc3)CC2)ccc1OCc1c(C)noc1C	-5.1	-9.0	-13.6	-5.1	-9.6	0.6	6.9	0.4	18.2
COc1cccc(-n2cc(-c3ccc(F)cc3)[nH]c2=S)c1	3.5	-13.7	-15.8	-2.3	-10.1	1.2	1.7	2.1	-10.2
Cc1cccc2nc(COc3ccc(Cl)c4cccnc34)cn12	-0.7	-22.9	3.6	-12.9	1.7	-0.6	0.0	-0.9	-12.6
CCC(C)[C@H](NC(=O)Nc1ccc(S(N)(=O)=O)cc1)C(=O)O (some centres undefined)	8.1	-12.2	-9.4	-4.0	-4.6	-0.1	4.3	0.8	12.8
Cc1cccn2c(=O)c(C=O)c(Cl)nc12	4.7	-7.0	-18.8	-4.3	-2.8	0.1	6.2	0.1	23.5
COC(=O)c1ccc(C)c(NC(=O)c2nn(C)c(=O)c3ccccc23)c1	0.0	-10.8	-34.6	-0.8	1.6	4.4	8.4	-0.4	18.5
CCOC(=O)CNC(=O)CNC(=O)c1nn(-c2ccc(OC)c(OC)c2)c(=O)c2ccccc12	-5.2	-9.9	-16.7	-0.7	0.4	2.2	5.2	-0.1	-0.8
CCOCCCn1c(SC(C)C(=O)NCC2CCCO2)nc2sc(C)c(C)c2c1=O (centres undefined)	-11.7	-18.6	-7.5	-1.6	-1.6	0.3	1.2	-0.5	-4.9
Nc1nc2ccc(S(=O)(=O)N3CCCCC3)cc2s1	8.9	0.0	1.7	-2.1	0.8	0.5	13.1	0.9	-1.9
COc1ccc(S(=O)(=O)Cc2ccc(C(=O)N3CCN(c4cccc(C)c4C)CC3)o2)cc1	33.2	48.5*	-13.1	-2.0	-10.2	0.3	-0.5	4.4	17.7
Cc1cccc(NC(=O)CCS(=O)(=O)c2ccccc2)c1	-7.5	-11.5	-7.6	-4.7	-4.7	0.9	4.8	0.8	-1.9
Cc1nc2ccc(NC(=S)N3CCN(c4ccccn4)CC3)cc2nc1C	7.0	-33.6	5.1	-13.6	-7.9	0.2	6.3	-0.6	-3.1

Another view of part of the listing above.
Molecule | TAAR1 antag | CHO parental Ca | CHO-K1 Ca antag | CHRM1 agonist | OXTR potentiator | CHO-K1 Ca ag | TAAR1 agonist | V1aR counter | CHO-K1 Ca PAM
Cc1cccn2c(=O)c(C=O)c(Cl)nc12 | 4.7 | -7.0 | -18.8 | -4.3 | -2.8 | 0.1 | 6.2 | 0.1 | 23.5
COC(=O)c1ccc(C)c(NC(=O)c2nn(C)c(=O)c3ccccc23)c1 | 0.0 | -10.8 | -34.6 | -0.8 | 1.6 | 4.4 | 8.4 | -0.4 | 18.5
CCOC(=O)CNC(=O)CNC(=O)c1nn(-c2ccc(OC)c(OC)c2)c(=O)c2ccccc12 | -5.2 | -9.9 | -16.7 | -0.7 | 0.4 | 2.2 | 5.2 | -0.1 | -0.8
CCOCCCn1c(SC(C)C(=O)NCC2CCCO2)nc2sc(C)c(C)c2c1=O (centres undefined) | -11.7 | -18.6 | -7.5 | -1.6 | -1.6 | 0.3 | 1.2 | -0.5 | -4.9
Nc1nc2ccc(S(=O)(=O)N3CCCCC3)cc2s1 | 8.9 | 0.0 | 1.7 | -2.1 | 0.8 | 0.5 | 13.1 | 0.9 | -1.9
COc1ccc(S(=O)(=O)Cc2ccc(C(=O)N3CCN(c4cccc(C)c4C)CC3)o2)cc1 | 33.2 | 48.5* | -13.1 | -2.0 | -10.2 | 0.3 | -0.5 | 4.4 | 17.7
Cc1cccc(NC(=O)CCS(=O)(=O)c2ccccc2)c1 | -7.5 | -11.5 | -7.6 | -4.7 | -4.7 | 0.9 | 4.8 | 0.8 | -1.9

The list goes on:
SMILES	TAAR1 antag	CHO parental Ca	CHO-K1 Ca antag	CHRM1 agonist	OXTR potentiator	CHO-K1 Ca ag	TAAR1 agonist	V1aR counter	CHO-K1 Ca PAM
C/C(=N\Nc1nccnc1Cl)c1ccc(Br)cc1	-6.3	.	-9.3	-2.5	.	-0.6	-0.7	.	1.3
O=C(NCc1ccccc1Cl)C1CCC(=O)N(C2CC2)C1 (centres undefined)	-6.1	11.0	0.3	-1.9	-1.3	0.6	1.6	-0.2	-6.7
Cc1cc(NC(=O)CSC2=NS(=O)(=O)c3cc(Cl)ccc3N2)no1	-40.8	-5.4	14.8	-2.9	-7.8	4.8	2.6	0.0	-4.6
CCOC(=O)Nc1ccc2c(CN3C(=O)NC4(CCCC4)C3=O)cc(=O)oc2c1	-8.2	.	-12.7	-1.9	.	-0.8	-0.5	.	9.4
CCn1cc(CNC(=O)/C=C/c2ccc([N+](=O)[O-])cc2)cn1	-3.4	3.8	-2.4	-3.6	-2.3	0.7	2.2	1.6	-2.4
O=C(NCc1ccc2c(c1)OCO2)C1CCCN(S(=O)(=O)c2cccc3cccnc23)C1 (centres undefined)	-2.7	-34.1	4.0	-3.1	1.6	2.5	4.3	1.4	-12.1
CN(C)CCN(Cc1cc2cc3c(cc2nc1Cl)OCO3)C(=O)c1ccco1	0.6	-4.9	-15.9	-1.9	-5.6	1.0	-0.8	0.5	-0.4
COc1ccccc1OCCNC(=O)CC(NC(C)=O)c1ccccc1 (centres undefined)	2.8	2.7	-15.8	-0.6	1.3	1.5	0.6	-0.6	10.8
COc1ccc(CN(N=O)C2CC(=O)N(c3ccc(OC)cc3)C2=O)cc1 (centres undefined)	-9.5	-1.7	-7.3	-0.7	-3.0	-0.1	2.2	-1.3	12.8
N#Cc1c(SCC(=O)Nc2nncs2)sc2c(O)cc(=O)[nH]c12	7.6	13.5	0.4	-6.0	-5.8	0.9	0.7	0.6	20.1
CC(C)Oc1ccc(C2CC(=O)N(c3ccccc3)C2=O)cc1 (centres undefined)	4.2	-6.4	0.2	-1.6	-8.5	1.0	4.5	2.4	-6.5
CCOC(=O)C1CCN(C(=O)C(C)c2ccc([N+](=O)[O-])cc2)CC1 (centres undefined)	-12.6	-2.2	-6.1	-5.5	2.3	1.0	5.5	1.1	4.4
Nc1ccc(C2CCCc3nonc32)c2nonc12 (centres undefined)	-22.1	-9.0	-10.9	-3.4	-8.9	1.1	0.3	0.9	17.9
Cc1ccc(-c2nn(-c3ccccc3)cc2CN(Cc2ccccc2)C(=O)c2ccco2)o1	55.5*	-15.4	11.9	-0.6	-4.9	3.1	8.5	0.6	8.8
CS(=O)(=O)N(Cc1ccc(Cl)cc1)c1ccc(C(=O)NCCC2=CCCCC2)cc1	8.0	-14.3	-11.3	-3.1	-0.7	1.9	10.6	0.1	23.6
Cc1nn(-c2ccccc2)c(C)c1-c1ccccc1O	9.6	-6.7	2.3	-0.3	-10.2	0.6	1.7	0.3	-8.2
COC(=O)CSc1nc(C)cc(Oc2ccccc2)n1	-9.1	9.6	2.9	-3.0	-7.8	0.2	-0.3	0.2	-0.4
Cc1ccc(C(=O)Nc2sc3c(c2C(=O)NCc2ccco2)CCCC3)cc1	17.8	-17.5	-2.7	-5.3	-10.1	-0.1	11.8	0.4	5.9
Cc1ccc(CNC(=O)/C(C#N)=C/c2ccc(C)s2)cc1	12.4	-19.7	-10.8	-5.3	-8.2	0.7	9.1	0.7	22.6
Cc1c(C)n2c(SCC(=O)N3CC(C)OC(C)C3)nnc2[nH]c1=O (centres undefined)	-4.5	-3.4	-8.3	-1.3	-5.2	1.0	4.6	-0.2	16.8
Cc1cccc(NC(=O)CC2SC(=NC3CCCCC3)NC2=O)c1 (centres undefined)	-5.2	-10.4	-18.2	-4.8	-11.3	0.2	0.1	0.0	19.8
O=C(O)CC/C(=C\c1ccccc1[N+](=O)[O-])c1nc2ccccc2s1	0.3	-3.1	-10.4	-4.7	-1.6	0.4	1.6	1.7	-0.5
OCCCCCCNc1ccc(CCO)cc1	3.3	.	14.0	4.0	.	6.4	0.4	.	9.6
COc1ccc(C2Nc3ccccc3C(=O)N2NS(=O)(=O)c2ccccc2)cc1 (centres undefined)	2.5	-9.3	-3.4	-4.3	-7.0	0.7	13.2	0.7	12.1

Source: PubChem
